Source: PubChem (several laboratories)
MsrA inh – bovine MsrA inhibition | AID 651718 | actives 0.75% (n = 360,000) | purified bovine MsrA, absorbance read-out | inhibition, % at 15.5 µM; in the data active = inhibition above about 4.5%;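 note: 0% = vehicle wells with enzyme and 100% = reference inhibitor wells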
bovine MsrA act – activates bovine MsrA enzyme; purified bovine MsrA, absorbance read-out; AID 602163; activation, % at 10.6 µM; actives 0.3% (n = 360,000); in the data active = activation above about 7.5%;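 note: 0% = vehicle and 100% = reference activator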
MT1-MMP act inh – inhibitors of human MT1-MMP activation; HT1080 RFP-PRO-GFP cells, GFP/RFP ratio fluorescence, overnight; percent of plate control window, DMSO zero; GFP/RFP ratio change, % at 20 µM; actives 0.061% (n = 360,000);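 active = GFP/RFP ratio change of at least 30% with cell ATP level not reduced by more than half and red fluorescence within 50% of control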; note: strong numbers were not always called active
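Assay system: HT1080 RFP-PRO-GFP cells | Dosing: 20 µM single dose, 1% DMSO | Incubation: Cells overnight before dosing, compound overnight, 37 °C, 5% CO2 | Evaluation: GFP/RFP fluorescence ratio | Control set: DMSO-only wells and HT1080 RFP-L50D-GFP cell wells as references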
CSN inh – CSN deneddylation inhibition. Purified CSN, SCF-Nedd8-OG deneddylation, fluorescence polarization. AID 651999. actives 0.38% (n = 360,000). inhibition, % at 12.5 µM. Q92905;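 active = pattern-corrected inhibition above about 35%, with an unprinted fluorescence ratio check between 0.5 and 1.5, limit read from the data, passing the limit was not always enough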;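 note: 0% = enzyme with substrate and 100% = substrate without enzyme; some results filed as inactive read as strong as hits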
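Detection – fluorescence polarization · System – HEK293T-derived human Csn5 enzyme · Controls – substrate-only high control, full reaction low control · Timing – 90 min, room temperature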
Rpn11 block – inhibitors of human proteasome Rpn11. AID 588493. actives 0.59% (n = 360,000). calls only at 20 µM. human 26S proteasome, Ub4-pepOG fluorescence polarization; 20S core pre-blocked with epoxomicin. O00487;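 active = inhibition at 20 µM, scaled to each plate's controls, above about 33%, limit read from the data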
Target sequence (O00487 whole entry, looked up): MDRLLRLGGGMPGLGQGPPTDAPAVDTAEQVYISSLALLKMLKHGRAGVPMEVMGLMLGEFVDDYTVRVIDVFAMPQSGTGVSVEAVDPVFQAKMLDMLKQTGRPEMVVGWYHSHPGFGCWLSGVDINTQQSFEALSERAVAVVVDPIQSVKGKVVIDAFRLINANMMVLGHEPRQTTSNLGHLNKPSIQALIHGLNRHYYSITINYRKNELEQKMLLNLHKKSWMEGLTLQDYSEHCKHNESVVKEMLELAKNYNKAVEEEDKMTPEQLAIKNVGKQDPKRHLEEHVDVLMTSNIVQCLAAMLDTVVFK
E coli Lon inh – inhibitors of E. coli Lon protease; P0A9M0; actives 0.42% (n = 360,000); purified E. coli Lon protease, fluorescence polarization; inhibition, % at 7.94 µM; in the data active = inhibition above about 13%, passing the limit was not always enough;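 note: 0% = enzyme with probe and DMSO and 100% = no enzyme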
MLLE-PAM2 inh – inhibitors of microRNA-mediated deadenylation, human PABP1 MLLE binding | inhibition, % at 20 µM | P11940 | GST-MLLE / FITC-PAM2 fluorescence polarization | actives 0.36% (n = 360,000) | AID 588489; in the data active = inhibition above about 35%, passing the limit was not always enough;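 note: plate controls were DMSO wells with GST-MLLE for no effect and wells lacking GST-MLLE protein for full effect; some results filed as inactive read as strong as hits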
Target sequence (P11940 whole entry, looked up): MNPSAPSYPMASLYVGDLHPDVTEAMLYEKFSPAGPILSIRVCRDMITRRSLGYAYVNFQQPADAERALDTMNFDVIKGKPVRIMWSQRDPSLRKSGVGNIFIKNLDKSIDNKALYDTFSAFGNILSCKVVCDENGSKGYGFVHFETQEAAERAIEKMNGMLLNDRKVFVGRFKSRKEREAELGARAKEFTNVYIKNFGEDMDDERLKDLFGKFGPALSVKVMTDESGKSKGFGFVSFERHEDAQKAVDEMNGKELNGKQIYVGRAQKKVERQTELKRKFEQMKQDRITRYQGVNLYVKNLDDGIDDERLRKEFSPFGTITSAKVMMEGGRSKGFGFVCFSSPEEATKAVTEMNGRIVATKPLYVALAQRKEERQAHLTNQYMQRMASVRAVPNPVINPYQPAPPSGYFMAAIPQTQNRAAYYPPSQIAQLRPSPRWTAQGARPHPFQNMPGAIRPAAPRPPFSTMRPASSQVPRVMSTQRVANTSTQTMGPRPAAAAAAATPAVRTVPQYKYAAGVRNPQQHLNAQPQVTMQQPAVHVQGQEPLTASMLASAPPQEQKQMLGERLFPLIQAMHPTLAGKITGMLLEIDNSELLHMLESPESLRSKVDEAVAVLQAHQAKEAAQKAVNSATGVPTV
Rin1 Abl inh – blocks binding of human Rin1 to Abl; P00519+Q13671; TR-FRET Rin1/Abl binding, biochemical; inhibition, % at 7.35 µM; actives 0.4% (n = 360,000); AID 588664; in the data active = inhibition above about 5%, passing the limit was not always enough
FAS TE block – blocks the thioesterase domain of human fatty acid synthase | inhibition, % at 15 µM | actives 0.67% (n = 360,000) | P49327 | recombinant FAS-TE, OMFH fluorogenic substrate, fluorescence endpoint;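 active = compounds whose normalised, plate-corrected inhibition of enzyme fluorescence in the single-dose primary screen is 50% or more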;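 note: 0% = DMSO with enzyme and 100% = substrate without enzyme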
* hit, by the source's call; i = inactive; · = no result given; + = active, no number.

Compound	MsrA inh	bovine MsrA act	MT1-MMP act inh	CSN inh	Rpn11 block	E coli Lon inh	MLLE-PAM2 inh	Rin1 Abl inh	FAS TE block
COc1ccc(N2C(C(C)=O)=NN(c3ccccc3)C2c2cccs2)cc1 (stereo not given)	0.8	-3	1	4	i	3	-4	-1	5
Cc1ccc(C(=O)C2=C(O)C(=O)N(Cc3ccco3)C2c2ccc(N(C)C)cc2)o1 (stereo not given)	3.0	-2	0	5	i	3	4	-5	4
CCCn1c(C(O)c2cc(OC)ccc2OC)nc2ccccc21 (stereo not given)	-0.7	-1	0	-2	i	2	1	-1	-2
OCC[C@H]1C[C@@H](O)[C@H](O)[C@]2(CCc3ccccc3CO2)O1	-1.0	-1	·	0	i	-14	-4	1	-8
Cc1n[nH]c(=O)n1-c1ccc(OCc2ccccc2)cc1	1.9	0	2	-2	i	-4	-3	1	-2
COc1cccc(NC(=O)CSc2nc(=O)n(Cc3ccncc3)c3c2CCCC3)c1	-1.2	-3	0	-2	i	-6	0	0	-8
CCC(C)Cn1c(O)cc2nn(-c3nc4ccccc4s3)c(=O)c-2c1C (stereo not given)	1.9	-9	-8	35*	+	-18	-53	0	0
CN(CC(=O)Nc1ccc(F)c(F)c1F)C(=O)CC1CCCCC1	-1.0	-2	4	-2	i	-2	10	5	3
O=C(Nc1cc(S(=O)(=O)N2CCOCC2)ccc1N1CCCCC1)c1cc(-c2ccccn2)nc2ccccc12	1.5	-5	0	7	i	-4	27	-1	34
C/C(=N\NC(=O)c1nnn(-c2nonc2N)c1-c1ccccc1)c1ccccc1O	0.6	-6	-3	-2	i	7	17	-2	14

One compound at a time, from the list above:
Shown for `CN(CC(=O)Nc1ccc(F)c(F)c1F)C(=O)CC1CCCCC1` = MsrA inh: -1.0; bovine MsrA act: -2; MT1-MMP act inh: 4; CSN inh: -2; Rpn11 block: i; E coli Lon inh: -2; MLLE-PAM2 inh: 10; Rin1 Abl inh: 5; FAS TE block: 3
Shown for `CCC(C)Cn1c(O)cc2nn(-c3nc4ccccc4s3)c(=O)c-2c1C` (stereo not given) = MsrA inh: 1.9; bovine MsrA act: -9; MT1-MMP act inh: -8; CSN inh: 35*; Rpn11 block: +; E coli Lon inh: -18; MLLE-PAM2 inh: -53; Rin1 Abl inh: 0; FAS TE block: 0
Shown for `Cc1ccc(C(=O)C2=C(O)C(=O)N(Cc3ccco3)C2c2ccc(N(C)C)cc2)o1` (stereo not given) = MsrA inh: 3.0; bovine MsrA act: -2; MT1-MMP act inh: 0; CSN inh: 5; Rpn11 block: i; E coli Lon inh: 3; MLLE-PAM2 inh: 4; Rin1 Abl inh: -5; FAS TE block: 4

(more compounds)
Compound	MsrA inh	bovine MsrA act	MT1-MMP act inh	CSN inh	Rpn11 block	E coli Lon inh	MLLE-PAM2 inh	Rin1 Abl inh	FAS TE block
COc1ccc(C(=O)N/N=C/C2CC=CCC2)cc1OC (stereo not given)	-0.1	-2	0	7	i	-8	-1	-6	-7
CC(=O)c1ccsc1-c1c(C)cc2oc(=O)cc(-c3ccccc3)c2c1C	3.5	2	-4	8	i	2	1	-2	29
Cc1cc(C)c(C(=O)CN2C(=O)NC3(CCC(C)CC3)C2=O)cc1C (stereo not given)	-0.6	-7	-2	5	i	-8	0	1	-2
COc1ccc(CCNC(=O)CC2SC(=NCc3ccccc3OC)NC2=O)cc1 (stereo not given)	-1.5	-14	-3	0	i	-7	-40	-6	-6
O=C(NCCc1ccccc1)C1CCC(Cn2c(=O)c3ccccc3n(Cc3cccc(Cl)c3)c2=O)CC1 (stereo not given)	0.9	-10	-9	-1	i	-3	8	3	1
COc1cccc(CN(C)C(=O)CSC(C)C(=O)Nc2cc(C)on2)c1OC (stereo not given)	-0.4	-3	5	-4	i	-7	-3	-1	-8
CSc1ccccc1NC(=O)c1cc(CC(C)C)on1	-0.8	-1	2	-4	i	8	7	-2	16
C/C(=N\NC(=O)c1nnn(-c2nonc2N)c1C(C)C)c1ccncc1	0.0	-4	2	-1	i	0	0	0	-2
COc1ccc(CNCC(O)(c2ccccc2)c2ccc(Cl)cc2)cc1 (stereo not given)	-1.7	1	-2	-6	i	-7	-6	-5	18
CCc1nc2c(OCc3c(C)noc3C)cccn2c1N(C=O)Cc1ccc(OC)cc1	0.8	-1	-3	0	i	9	0	-1	-4
Cc1cc(C)n2nc(C(=O)NCC(=O)Nc3ccc(F)c(F)c3)nc2n1	-0.1	-3	1	-8	i	8	9	-3	-3
Cn1ncc(Br)c1C(=O)NC1CCCCCCC1	0.3	-6	1	4	i	-6	-8	2	-3
CSCCC(NC(=O)COc1ccccc1)C(=O)OCc1ccc(Cl)cc1 (stereo not given)	0.1	-1	·	1	i	9	-8	0	24
COc1ccccc1NC(=S)N1CCN(C(=O)C2CCCO2)CC1 (stereo not given)	-0.4	-11	4	5	i	0	9	3	-4
Clc1ccccc1OCCCOc1cccc2cccnc12	0.8	-5	-1	-1	i	-10	7	1	16
O=S(=O)(Nc1cc(Cl)ccc1N1CCCCC1)c1cccs1	-0.4	0	-1	8	i	-13	-29	-2	18
COc1ccc(-c2nc3ccccc3c(C(=O)Nc3ccc(S(=O)(=O)Nc4cc(C)on4)cc3)c2C)cc1	·	-12	-3	-2	i	-9	0	1	4
CC(C(=O)NCC(=O)Nc1ccc(F)c(F)c1F)N1CCN(Cc2ccc(C#N)cc2)CC1 (stereo not given)	0.0	2	2	3	i	-7	-10	2	4
CCn1nnnc1SCC(=O)N1CCN(c2ccccc2)CC1	-0.2	-2	4	0	i	-1	0	-1	-5
O=C(Nc1cccc(S(=O)(=O)NC2=NCCC2)c1)c1ccc(=O)[nH]c1	0.9	-2	-1	-2	i	-12	9	1	-10
CCN1CCN(Cc2nnc(-c3ccc(C)cc3)o2)CC1	-0.1	-4	-4	0	i	1	7	1	-2
COc1ccc(S(=O)(=O)NC(Cc2cnc[nH]2)C(=O)O)cc1 (stereo not given)	1.0	-1	5	-5	i	-14	8	0	-10
COc1cc(C2C(C(=O)c3ccco3)=C(O)C(=O)N2CCc2ccccc2)ccc1O (stereo not given)	1.4	-2	17	4	i	-2	-4	-4	0
CC1CN(C(=O)c2ccc(-c3ccccc3Cl)o2)CC(C)O1 (stereo not given)	0.9	-4	1	-1	i	-2	17	-3	-2
c1ccc(C2=NNC(c3ccco3)=Nc3ccccc32)cc1	0.1	-8	1	-1	i	4	-3	0	-6
CCOc1ccc(S(=O)(=O)Nc2cccc(Cl)c2)cc1	-1.1	2	3	-1	i	-7	4	0	8
CCN(C(=O)COC(=O)COc1ccc2c(c1)CCC2)c1c(N)n(Cc2ccccc2)c(=O)[nH]c1=O	-1.8	-6	0	-3	i	6	1	-1	-2
O=C(NCc1ccccn1)C1CC(c2ccc(F)cc2)=NO1 (stereo not given)	1.6	-2	11	-2	i	-2	7	-4	-6
CC(OC(=O)Cc1ccc(Cl)cc1)C(=O)NC1CCCCC1C (stereo not given)	0.0	-5	3	-4	i	5	-7	2	0
CC(NC(=O)c1ccnc(C(C)(C)C)c1)c1ccccc1 (stereo not given)	1.1	-9	2	1	i	12	6	6	-8
CCCN(CC(=O)Nc1ccccc1OC)C(=O)c1ccccn1	-0.4	-4	2	1	i	-2	-4	5	-5
CCC(C)NC(=O)NC(=O)CSc1nnc(-c2ccccc2F)n1C1CC1 (stereo not given)	0.4	0	1	1	i	1	13	1	-7
CNC(=S)N/N=C/C1=CCC2CC1C2(C)C (stereo not given)	-0.1	-6	7	-3	i	-12	8	-3	0
CC(NC(=O)N1CCN(c2ccccc2F)CC1)c1ccc(F)c(F)c1 (stereo not given)	-0.5	-3	0	2	i	-2	11	-1	14
CC(OC(=O)CCN1C(=O)C2CC=CCC2C1=O)C(=O)Nc1cccc(Cl)c1 (stereo not given)	0.1	-4	2	4	i	-10	-3	-8	-4
O=C1CCCN1CCCNC(=S)Nc1ccc(Cl)cc1Cl	0.3	-2	2	-3	i	-11	12	-3	-5
O=C(Nc1cnc2ccccn2c1=O)c1ccc(Cl)cc1	2.7	-4	7	-2	i	11	-7	-5	-5
CC(=O)Nc1ccc(SC[C@H](CC(C)C)N2CCN(CCc3ccccc3)CCC2=O)cc1	0.9	-2	2	1	i	-2	26	4	-5
O=C(c1cc(-c2ccc(F)cc2)on1)N1CCCC1	-0.4	-2	8	4	i	6	-12	-2	-2
Cc1c(S(=O)(=O)NC(C)c2ccccc2)c(=O)n(C)c(=O)n1C (stereo not given)	-0.6	-4	-2	2	i	14	10	-1	-6
COc1ccc(N2CCN(Cc3cc(=O)oc4ccc5ccccc5c34)CC2)cc1	-0.4	-1	-7	-3	i	-5	-1	0	32
Cc1ccc(SCCNS(C)(=O)=O)cc1	2.6	-12	0	-2	i	-2	0	3	-8
COc1ccc(CCN2C(=O)CC(Sc3ncccc3C(=O)O)C2=O)cc1OC (stereo not given)	0.5	-2	1	6	i	0	5	-4	-3
COc1ccc(OC)c(CC(=O)Nc2cc(S(=O)(=O)N3CCCCC3)ccc2C)c1	0.8	-6	5	-6	i	-6	-2	4	9
NC(=O)c1c(NC(=O)CN2CCN(S(=O)(=O)c3ccccc3)CC2)sc2c1CCC2	0.6	-7	-9	11	i	-25	-22	3	5
O=C(c1cc2ccccc2o1)N1CCN(Cc2ccccc2)CC1	-0.4	2	-2	1	i	-17	3	5	0
Cc1ccc(C)c(S(=O)(=O)N2CCN(C(=O)c3ccc(N4CCCC4)c([N+](=O)[O-])c3)CC2)c1	-0.6	-2	-3	3	i	9	6	-1	29
O=C(O)C1CCC(=O)N(C2CCCCC2)C1c1ccccc1Cl (stereo not given)	0.3	-7	-4	1	i	1	-6	-1	-5
CCOC(=O)CSc1nnc2n(Cc3ccccc3)c(=O)c3c4c(sc3n12)CCC4	1.8	-10	6	3	i	-3	-133	1	12
CCN(C[C@H]1N[C@@](CC)(C(=O)OC)[C@H]2C(=O)N(Cc3ccccc3)C(=O)[C@@H]12)S(=O)(=O)c1ccc(C(F)(F)F)cc1	0.6	-8	-2	-2	i	-2	-14	3	22

(listing goes on)
Compound	MsrA inh	bovine MsrA act	MT1-MMP act inh	CSN inh	Rpn11 block	E coli Lon inh	MLLE-PAM2 inh	Rin1 Abl inh	FAS TE block
COc1ccc(Cl)cc1NC(=S)NCCO	1.6	-1	1	-10	i	0	12	3	-7
COC(=O)c1ccc2c(=O)n(-c3ccc(OC)cc3)c(=S)[nH]c2c1	-0.2	-2	12	-1	i	-2	18	-3	-3
CSc1ccccc1NC(=O)CSc1cccc[n+]1[O-]	0.1	-8	3	-3	i	-3	-3	2	0
O=C(/C=C/c1ccccc1)OCCN1C(=O)c2ccccc2C1=O	-1.1	1	1	-2	i	-3	-6	-1	7
CC1(C)C(=O)C=C(N2CCCCC2)c2ccccc21	-0.6	-2	0	0	i	-16	12	-3	0
CCOc1ccccc1CNC(=O)c1cc2occc2n1C	1.4	-1	-4	-2	i	1	2	-2	1
Cc1cccc(NS(=O)(=O)c2c(C(=O)N3CCOCC3)c(C)n(C)c2C)c1C	-0.5	-1	-1	-1	i	-7	-17	-1	-5
CNC(=O)c1c(NC(=O)c2cccc(N3C(=O)CCC3=O)c2)sc2c1CCC2	0.1	-3	-5	4	i	-14	5	0	-4
CCc1nnc(NC(=O)CCS(=O)(=O)c2ccc(C)cc2)s1	-0.3	-7	0	-2	i	-8	-7	7	-4
